# SUMO HTRF inh – inhibitors of human SUMOylation (UBC9); actives 0.36% (n = 290,000); AID 2006; inhibition, % at 35 µM; HTRF SUMOylation assay, SAE1/SAE2 + UBC9, in vitro; in the data active = inhibition above about 50%, passing the limit was not always enough; note: strong numbers were not always called active
# HCV NS3 hel inh – HCV NS3 helicase inhibition; inhibition, % at 10.9 µM; actives 0.56% (n = 290,000); NS3 helicase DNA unwinding, Cy5 molecular beacon fluorescence; AID 1800;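 active = inhibition above the mean of all tested compounds plus 3 SD, set per campaign, cut at about 35% in these data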;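 note: 0% = DMSO wells and 100% = thioflavine S control wells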
#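 Control set: DMSO versus 110 µM thioflavine S; Material: NS3 helicase fragment of HCV; Measured by: Cy5 fluorescence at 0 and 60 min, beacon hairpin quenching; Read-out basis: percent inhibition from t60/t0 fluorescence ratio; Times: reaction time 60 min, 25 °C; Repeats: single replicate; Compound dosing: single dose, 10.9 µM nominal final, DMSO 0.8% final.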
# MEKK3 PB1 HTS – raises or lowers MEK5 binding to the human MEKK3 PB1 domain; bead-based flow cytometry, Alexa488-MEK5 binding to MEKK3; actives lie on both sides; 0 = blocked by unlabeled MEK5, 100 = vehicle; binding response (% of control), % at 10 µM; actives 1.4% (n = 290,000);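 active = binding response more than 3 SD above or below the average of its plate-row segment, actives on both sides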;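 note: Alexa488 bead fluorescence after subtracting the streptavidin-only scavenger bead signal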
# FID counter – fluorescent intercalator displacement, NS3 helicase counter-screen; DNA fluorescent intercalator displacement, fluorescence; inhibition, % at 7.9 µM; actives 0.17% (n = 290,000); AID 1845; in the data active = inhibition above about 37%;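 note: 0% = vehicle and 100% = reference compound; higher means more ethidium bromide displaced from hairpin DNA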
# IDE cell activ – activators of human insulin-degrading enzyme in cells. HEK cells, FAbeta-B cleavage, fluorescence polarization; 0% vehicle, 100% cell-free pure enzyme wells. activation, % at 5.96 µM. actives 0.073% (n = 340,000). AID 493087;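 active = activation above the mean of all tested compounds plus 3 SD, set per screening campaign, cut at about 17% in these data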
# p-CIP stab down – lowers stability of the mouse p/CIP coactivator protein. F442A p/CIP-EGFP cells, EGFP fluorescence, 16 h. decrease of EGFP signal, % at 10 µM. actives 0.01% (n = 290,000);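 active = EGFP signal decrease of at least 30% at 10 µM or well 3 SD below plate mean, unless failing retest; inactive = the rest, including hits failing retest or dose response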; note: some compounds called inactive have numbers as strong as hits; many of its hits are not listed in these tables
# Target sequence (Q05BA5 1-1403): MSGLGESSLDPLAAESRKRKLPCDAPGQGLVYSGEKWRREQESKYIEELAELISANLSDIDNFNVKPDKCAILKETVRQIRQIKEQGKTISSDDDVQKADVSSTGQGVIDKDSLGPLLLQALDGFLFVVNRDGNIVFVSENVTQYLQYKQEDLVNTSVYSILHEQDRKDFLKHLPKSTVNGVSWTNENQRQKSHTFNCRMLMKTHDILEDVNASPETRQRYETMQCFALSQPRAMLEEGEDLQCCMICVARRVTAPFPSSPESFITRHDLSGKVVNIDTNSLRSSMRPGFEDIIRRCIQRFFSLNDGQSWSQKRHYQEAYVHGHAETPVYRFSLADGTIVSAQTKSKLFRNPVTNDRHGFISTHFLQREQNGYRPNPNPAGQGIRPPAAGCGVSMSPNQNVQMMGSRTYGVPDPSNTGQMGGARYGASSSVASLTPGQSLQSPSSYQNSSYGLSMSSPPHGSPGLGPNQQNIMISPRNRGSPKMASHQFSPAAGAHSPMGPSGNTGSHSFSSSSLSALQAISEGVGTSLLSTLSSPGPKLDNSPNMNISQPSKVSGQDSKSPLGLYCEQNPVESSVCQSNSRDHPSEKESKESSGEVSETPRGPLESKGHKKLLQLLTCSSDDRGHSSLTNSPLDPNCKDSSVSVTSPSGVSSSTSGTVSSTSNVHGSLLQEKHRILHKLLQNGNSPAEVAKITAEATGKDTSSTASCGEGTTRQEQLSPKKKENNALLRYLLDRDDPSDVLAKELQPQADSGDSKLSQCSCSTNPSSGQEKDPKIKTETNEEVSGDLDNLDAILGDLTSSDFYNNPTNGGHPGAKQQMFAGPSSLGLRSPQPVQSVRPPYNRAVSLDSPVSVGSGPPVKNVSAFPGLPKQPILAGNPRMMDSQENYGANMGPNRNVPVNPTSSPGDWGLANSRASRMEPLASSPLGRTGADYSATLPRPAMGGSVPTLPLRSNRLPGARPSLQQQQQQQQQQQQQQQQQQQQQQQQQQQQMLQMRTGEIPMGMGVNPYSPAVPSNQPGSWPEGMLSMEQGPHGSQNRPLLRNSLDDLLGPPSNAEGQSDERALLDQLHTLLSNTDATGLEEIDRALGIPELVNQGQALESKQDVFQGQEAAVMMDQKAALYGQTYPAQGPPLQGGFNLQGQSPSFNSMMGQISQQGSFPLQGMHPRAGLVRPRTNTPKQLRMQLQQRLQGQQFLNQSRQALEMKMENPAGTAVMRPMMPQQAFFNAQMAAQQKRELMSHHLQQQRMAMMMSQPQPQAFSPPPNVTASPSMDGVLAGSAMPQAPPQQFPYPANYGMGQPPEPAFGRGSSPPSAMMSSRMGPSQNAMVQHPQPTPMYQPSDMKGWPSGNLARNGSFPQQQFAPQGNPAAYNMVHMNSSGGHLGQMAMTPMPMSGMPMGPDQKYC
# IMP-1 inh – blocks Pseudomonas aeruginosa IMP-1 metallo-beta-lactamase. purified IMP-1, nitrocefin hydrolysis, epi-absorbance fluorescence. inhibition, % at 5.6 µM. actives 0.45% (n = 290,000);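 active = inhibition above the mean plus 3 SD of all compounds in the same screening run, cut at about 4.5% in these data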;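 note: 0% = IMP-1 with DMSO and 100% = DMSO wells lacking enzyme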
#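 Material – recombinant IMP-1 enzyme, purified · Amount – IMP-1 0.2 nM before substrate addition · Medium – HEPES buffer pH 7.1 with ZnSO4 and Brij 35 · Timing – 25 °C, 15 min preincubation, 25 min reaction · Measured by – plate fluorescence quenching by hydrolysis product, ex 480/em 530 nm · Read-out – percent enzyme inhibition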
# VIM-2 inhibitor – inhibitors of Pseudomonas aeruginosa VIM-2 metallo-beta-lactamase; purified VIM-2, nitrocefin hydrolysis, epi-absorbance fluorescence; inhibition, % at 5.6 µM; actives 0.89% (n = 290,000); AID 1527;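 active = inhibition above the mean of all tested compounds plus 3 SD, cutoff set per screening run, cut at about 7.5% in these data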;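 note: red hydrolysis product quenches plate fluorescence so inhibitors raise well fluorescence; 0% = enzyme with DMSO and 100% = DMSO without enzyme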
# PHOSPHO1 block – inhibitors of human PHOSPHO1 phosphatase; Q8TCT1; recombinant PHOSPHO1, absorbance phosphatase assay; inhibition, % at 13.3 µM; actives 1.1% (n = 290,000); AID 1565; in the data active = inhibition above about 60%
# Active calls of the source: *; · = not tested or not shown.
SMILES,SUMO HTRF inh,HCV NS3 hel inh,MEKK3 PB1 HTS,FID counter,IDE cell activ,p-CIP stab down,IMP-1 inh,VIM-2 inhibitor,PHOSPHO1 block
Cc1ccccc1CS(=O)(=O)c1ncc(Cl)c(C(=O)Nc2ccc(F)cc2)n1,·,2,101,-18,1,-9,-1.7,-0.9,7
O=C(Nc1ccc(C(=O)O)cc1)/C(=C\c1ccc2c(c1)OCO2)NC(=O)c1ccc(Br)o1,3,5,103,-13,5,-10,-1.9,0.2,-5
Cc1cn(S(=O)(=O)c2ccc(Cl)cc2)c(C)n1,14,-8,100,-6,5,-2,-4.6,-2.5,14
C=CCN1c2ccccc2[C@]23C[C@@H](C(=O)OC)N(C(=O)c4cc(C)oc4C)C2=NC(C(=O)OC)=C(C(=O)OC)[C@H]13,-4,·,127,·,·,-8,·,·,31
Cc1cccc(-n2ncc3c(Nc4ccc(F)cc4)ncnc32)c1,-18,·,106,·,0,-2,·,·,29
Cc1ccc(OCc2cc(C(=O)NCc3cnn(-c4cccc(F)c4)c3)no2)cn1,-3,-2,107,-29,-4,-2,-2.1,-1.1,44
CC(C)C1N(C(N)=S)N=CC1(C)C (stereo not given),20,-6,107,-4,5,-7,-2.5,0.1,20
Fc1ccc(-c2nnc3sc(C4COc5ccccc5O4)nn23)cc1 (stereo not given),3,6,90,-4,8,5,-2.3,-2.1,43
O=C(Cc1cccc2ccccc12)N/N=C/C=C/c1cccc([N+](=O)[O-])c1,16,0,101,4,7,4,-2.8,-3.6,-1
Cc1[nH]c2ccccc2c1CCN(Cc1cccnc1)C(=S)Nc1cccc(F)c1,-8,-21,93,-9,7,-10,-4.9,-4.2,-4
COc1ccc(C23NCCN2C(=O)c2ccccc23)cc1 (stereo not given),-7,16,98,-20,0,2,-0.7,-2.3,43
CCOC(=O)/C(=N\Nc1cc(Cl)ccc1Cl)N1CC(C)OC(C)C1 (stereo not given),-11,-15,106,-3,1,-9,-1.7,0.6,30
COc1ccc2[nH]c(=O)c(CN(C(=O)C3CCCO3)c3ccc(C)cc3)cc2c1 (stereo not given),20,2,104,-22,-2,-5,-2.4,-1.2,2
C=CCn1c(SCc2ccccc2)nc2c1c(=O)[nH]c(=O)n2C,0,5,96,-23,-1,2,-4.5,2.0,10
Cc1ccc(C(=O)OCC(=O)Nc2ccc(N(C)C)cc2)cc1NC(=O)c1ccco1,26,-1,90,-4,2,-13,-4.8,-1.6,47
Cc1ccc(OCc2ccc(C(=O)NCC3CCCO3)cc2)cc1 (stereo not given),-4,1,106,-25,-4,-4,-3.8,-4.6,38
CCc1ccc(N2C(=O)C3C(C2=O)N2CCCN2C3c2ccccc2)cc1 (stereo not given),4,7,97,-10,-1,1,-1.7,-0.5,-5
CC(C)(C)c1ccccc1NC(=S)NC1CCCCC1,-1,5,91,-12,9,-34,-1.4,-0.2,10
c1ccc(Oc2cccc(NC3=NCCC3)c2)cc1,5,-7,105,24,7,8,3.3,3.9,-13
COc1ccc(NC(=O)c2cc(S(=O)(=O)N3CCOCC3)ccc2N2CCOCC2)cc1,21,8,103,-23,-2,-4,0.9,-1.5,33
COC(=O)c1cc(=O)n(-c2ccc(C(F)(F)F)cc2)[nH]1,-8,-15,104,31,-6,2,-2.8,-1.1,24
CCn1cc(C(=O)NCc2ccccc2OC)c(=O)c2ccc(C)nc21,9,·,101,·,·,-12,·,·,9
C=CCN(C(=O)c1csnn1)C(C(=O)NC1CCCCC1)c1ccccc1 (stereo not given),0,2,104,-21,-2,7,-1.6,-2.7,35
CC(=O)N(C)c1nc(-c2ccc(Cl)cc2)cs1,1,-2,106,-1,-9,-13,-4.3,-2.9,25
Cc1c(CN2CCC(n3nccc3NC(=O)CCc3ccccc3)CC2)cnn1C,-6,-4,96,14,5,13,40*,0.1,45
CCn1c(=O)c2cc(C(=O)NCC(OC)OC)sc2c2ccccc21,17,-2,104,-33,3,-10,-4.7,6.7,15
COc1ccc(S(=O)(=O)N2CCC(C(=O)N3CCN(c4ccccc4OC)CC3)CC2)cc1,-15,4,109,-28,8,0,-2.1,-3.6,-20
Cc1ccc(NC(=O)C2CCN(S(=O)(=O)c3c(C)noc3/C=C/N(C)C)CC2)cc1,18,5,64,-29,-4,-4,1.8,0.9,23
CC(C)(C)NS(=O)(=O)c1cc2c3c(c1)CCN3C(=O)CC2,-4,2,96,0,-2,8,-1.1,-0.3,60
O=C(NC(=S)NCC1CCCO1)c1ccccc1Br (stereo not given),-8,2,88,3,7,-3,-1.2,28*,-6
ON1C(c2ccc(Cl)cc2Cl)N(O)[C@H]2CCCC[C@H]21 (stereo not given in full),17,12,107,-2,2,7,-2.4,-2.5,7
COc1ccc(S(=O)(=O)N2CCCCC2)cc1NC(=O)Cn1c(=O)cnc2ccccc21,-1,-5,95,-22,2,0,-0.6,-0.1,-1
CC(C)NC(=O)C(c1ccc(F)cc1)N(Cc1ccco1)C(=O)CCC(=O)Nc1ccccn1 (stereo not given),1,-2,101,-30,-1,0,-2.9,-2.9,18
CC(SCCc1ccccn1)C(=O)O (stereo not given),13,3,88,-2,0,2,-2.2,-0.3,-8
Cc1onc(-c2ccccc2Cl)c1C(=O)N1CCN(c2cccc(Cl)c2)CC1,-16,·,108,·,6,-30,·,·,7
COc1ccc(F)cc1S(=O)(=O)N1CCN(Cc2ccc3c(c2)OCO3)CC1,9,4,84,-14,5,-4,-1.9,-4.5,-8
O=C(c1ccco1)c1nc2c(n1O)CCCCC2,10,-5,100,-1,3,-17,-0.9,-2.6,-7
CN1C(C)(C)CC(=NOC(=O)c2ccccc2)CC1(C)C,7,-2,99,2,3,0,-2.3,-1.1,23
COc1ccc(/C=N/N(C)C2=NS(=O)(=O)c3ccccc32)cc1OC,14,8,102,-10,2,-3,-0.8,18*,35
Cc1sc2c(c1C)CN(Cc1ccncc1)CN2C(=O)c1ccco1,4,8,98,-9,0,-11,-3.4,-1.8,14
CCOc1cc(CN2CCSCC2)ccc1O,-1,5,78,10,8,-15,-1.1,3.2,-17
COc1cccc(CSc2nc(N)cc(N)n2)c1,14,7,110,-1,0,3,1.5,2.1,8
CC(=O)Oc1c(C(=O)c2nnc(C)o2)c(=O)n(Cc2ccccc2)c2ccccc12,19,8,103,5,-1,-6,-0.5,2.9,10
Cc1nnc(SCC(=O)N2CCN(S(=O)(=O)c3ccccc3)CC2)[nH]c1=O,12,4,101,4,-3,1,-2.0,-3.0,-14
Cc1ccc(-c2nc(CSCC(=O)NCCCN3CCOCC3)c(C)o2)cc1,8,-9,73,5,-3,4,-0.2,-0.4,18
CCCS(=O)(=O)N1CCCC(C(=O)NCC(OC)OC)C1 (stereo not given),-1,7,105,-3,5,1,-0.2,0.5,6
CN(C)/C=C(\C#N)C(=O)N/N=C/c1ccc(Cl)cc1,0,7,107,6,-1,2,-4.1,-1.6,0
OC(c1ccc(F)cc1)C(CN1CCOCC1)c1ccccc1 (stereo not given),-16,-6,102,0,1,3,-2.4,0.8,16
O=C(CCN1CCN2CCCC2C1)N1c2ccccc2Sc2ccc(Cl)cc21 (stereo not given),10,-47,103,11,2,-7,-2.3,1.4,23
Cc1ccc(C)c(C(=O)COC(=O)CN2C(=O)C3C4CCC(C4)C3C2=O)c1 (stereo not given),-2,5,100,-34,6,-9,-3.8,-0.5,23

# Laid out differently: results already given
> Cc1ccc(-c2nc(CSCC(=O)NCCCN3CCOCC3)c(C)o2)cc1
  SUMO HTRF inh: 8	HCV NS3 hel inh: -9	MEKK3 PB1 HTS: 73	FID counter: 5	IDE cell activ: -3	p-CIP stab down: 4	IMP-1 inh: -0.2	VIM-2 inhibitor: -0.4	PHOSPHO1 block: 18

> CC(=O)N(C)c1nc(-c2ccc(Cl)cc2)cs1
  SUMO HTRF inh: 1	HCV NS3 hel inh: -2	MEKK3 PB1 HTS: 106	FID counter: -1	IDE cell activ: -9	p-CIP stab down: -13	IMP-1 inh: -4.3	VIM-2 inhibitor: -2.9	PHOSPHO1 block: 25

> Cc1sc2c(c1C)CN(Cc1ccncc1)CN2C(=O)c1ccco1
  SUMO HTRF inh: 4	HCV NS3 hel inh: 8	MEKK3 PB1 HTS: 98	FID counter: -9	IDE cell activ: 0	p-CIP stab down: -11	IMP-1 inh: -3.4	VIM-2 inhibitor: -1.8	PHOSPHO1 block: 14

> Cc1c(CN2CCC(n3nccc3NC(=O)CCc3ccccc3)CC2)cnn1C
  SUMO HTRF inh: -6	HCV NS3 hel inh: -4	MEKK3 PB1 HTS: 96	FID counter: 14	IDE cell activ: 5	p-CIP stab down: 13	IMP-1 inh: 40*	VIM-2 inhibitor: 0.1	PHOSPHO1 block: 45

# Other results follow:
SMILES,SUMO HTRF inh,HCV NS3 hel inh,MEKK3 PB1 HTS,FID counter,IDE cell activ,p-CIP stab down,IMP-1 inh,VIM-2 inhibitor,PHOSPHO1 block
CCC(C)NCCOc1cc(C)cc(C)c1C (stereo not given),-11,-3,107,24,5,11,-3.2,-3.8,26
Cc1nc2ccccc2c2oc(C(=O)NCC3COc4ccccc4O3)cc12 (stereo not given),0,-7,99,-9,3,-9,-4.0,0.4,2
C=CCOc1ccccc1/C=c1\sc2nc(=O)c(C)nn2c1=O,-2,17,93,-27,1,-2,9.2*,-1.7,-20
COC(=O)C1CCN(C(=O)Cc2ccc(OC)c(OC)c2)CC1,12,-11,92,11,4,-4,-2.9,-4.2,-6
CCn1c(CSc2nc3ccccc3[nH]2)n[nH]c1=S,-7,-1,88,-4,-7,-4,-1.5,5.9,45
COC(=O)c1c(=O)n(O)c2ccc(OC)cc2[n+]1[O-],15,2,104,8,-3,-23,0.0,-0.6,7
Cn1c(CSCc2ccc(Cl)c(Cl)c2)nnc1SCC(=O)Nc1nccs1,6,-5,104,-5,1,-3,-0.2,-3.5,-2
COC(=O)C1=C(C)NC2=C(C(=O)CCC2)C1c1cn(Cc2ccc(Cl)cc2Cl)nc1-c1ccccc1 (stereo not given),8,-14,105,-19,1,-3,-3.0,-4.5,-14
O=C1CC(C(=O)N2CCOCC2)C2(CCCCC2)O1 (stereo not given),2,4,104,1,4,-12,1.7,-2.2,17
COc1ccc(Cn2c(=O)c3[nH]cnc3n(-c3ccc(C)cc3)c2=O)cc1,-23,-2,98,-17,-2,-2,-1.4,-1.2,24
O=C(Nc1ccc(F)cc1)c1ccc(COc2ccccc2)cc1,-2,-1,90,-1,1,10,-2.6,-1.9,23
Nc1nonc1NN=C1CCCCC1,-8,-6,96,1,4,-3,-4.0,-0.8,8
CCn1c(OC)nc2c1c(=O)n(C)c(=O)n2C,-3,0,101,0,-2,2,1.1,0.6,8
CCN(CC)C(=O)c1ccc(COc2ccccc2Cl)cc1,-3,-1,97,-27,0,-14,0.2,-3.1,0
COc1ccc(C(=O)C2CCCN(C(=O)c3noc4c3CCCC4)C2)cc1F (stereo not given),2,-7,90,-23,3,-13,-0.7,1.6,37
O=C(NC(=S)N1CCCC1)c1ccccc1,-1,6,103,-19,1,-13,-2.1,-2.8,23
Clc1ccccc1-c1nnc(-c2ccccc2Cl)o1,-5,-15,114,-12,-3,2,-2.4,-0.4,0
Cc1ccc(Cn2nc(-c3ccccc3)nc2-c2ccccc2)cc1,-25,-2,·,-8,0,8,-2.2,-3.2,40
O=C(NCCCN1CCOCC1)c1ccc(-c2ccc(Cl)cc2)o1,8,-1,90,13,1,7,-2.1,1.8,29

# Screening data deposited in PubChem by several laboratories.

# A portion of the library; the hit share may differ from the screen's.
